RBX1-CUL1 inh = inhibitors of human ROC1-CUL1 ubiquitin ligase activity. P62877+Q13616. AID 1347404. in vitro K48 di-Ub FRET, acceptor:donor ratio, 45 min. inhibition, % at 10 µM. actives 0.6% (n = 140,000); in the data active = inhibition above about 25%
Target sequence (P62877 whole entry, looked up): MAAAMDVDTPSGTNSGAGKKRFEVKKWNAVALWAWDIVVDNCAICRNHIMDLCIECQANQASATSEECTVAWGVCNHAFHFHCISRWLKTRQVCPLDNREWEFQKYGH
Target sequence (Q13616 whole entry, looked up): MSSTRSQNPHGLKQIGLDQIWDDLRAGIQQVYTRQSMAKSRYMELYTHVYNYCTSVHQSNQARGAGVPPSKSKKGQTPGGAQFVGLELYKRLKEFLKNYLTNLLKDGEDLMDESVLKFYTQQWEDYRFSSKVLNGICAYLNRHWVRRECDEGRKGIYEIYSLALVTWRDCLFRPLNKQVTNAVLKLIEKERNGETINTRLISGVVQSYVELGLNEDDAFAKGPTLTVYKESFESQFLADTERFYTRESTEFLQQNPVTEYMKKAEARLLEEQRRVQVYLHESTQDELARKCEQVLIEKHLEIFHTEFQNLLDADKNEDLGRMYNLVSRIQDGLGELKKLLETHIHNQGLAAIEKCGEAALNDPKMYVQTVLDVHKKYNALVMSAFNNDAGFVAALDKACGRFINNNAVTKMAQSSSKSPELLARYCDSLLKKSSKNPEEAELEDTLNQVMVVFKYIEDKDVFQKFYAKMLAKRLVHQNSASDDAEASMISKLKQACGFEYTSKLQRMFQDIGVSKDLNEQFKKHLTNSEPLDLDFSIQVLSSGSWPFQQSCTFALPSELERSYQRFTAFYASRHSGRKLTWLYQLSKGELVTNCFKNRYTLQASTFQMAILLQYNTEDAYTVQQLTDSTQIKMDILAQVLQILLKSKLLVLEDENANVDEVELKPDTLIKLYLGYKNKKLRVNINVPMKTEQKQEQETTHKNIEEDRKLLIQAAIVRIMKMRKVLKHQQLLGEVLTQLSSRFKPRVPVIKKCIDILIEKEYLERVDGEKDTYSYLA
The depositor's hits bear a star. These rows are one share of the data; rates above refer to the full screens.

structure	RBX1-CUL1 inh
CCOc1ccc2nc(N3CCCC3C(=O)NCc3ccccc3-n3cncn3)nc(C)c2c1 (stereo unspecified)	-5.3
O=C1C(=Nc2ccc(I)cc2)C(Cl)C(=O)N1c1ccc(Cl)cc1 (stereo unspecified)	-11.4
Cc1nc(CN)cc(N2CCC(CN3CCCC3=O)CC2)n1	7.3
Cc1ccn2c(=O)cc(CSc3nnc(C)s3)nc2c1	-1.6
CC(C)(C)C(=O)NC(=S)NC1C2CC3CC(C2)CC1C3 (stereo unspecified)	1.2
Cn1nc([N+](=O)[O-])nc1Sc1ccc(Cl)cc1	3.3
COc1ccccc1C(=O)Nc1ccccc1C(C)(C)C	7.2
CC(C)NC(=O)NS(=O)(=O)c1cnccc1N1CCCCC1	2.8
COc1ccc(C(=O)NC2CC2)c(OC2CCN(Cc3ccccc3Cl)CC2)c1	-0.4
CN(C)c1cc(-c2cccc(-c3ccn[nH]3)c2)ncn1	4.6
CCOC(=O)C1(Cc2ccc(OC)cc2)CCN(C(=O)CN2CCN(CC)CC2)CC1	1.9
CCNC(=O)N1CCC(n2nccc2NC(=O)Cc2ccccc2)CC1	0.3
Cc1cc(C)c(-n2nnnc2SCC(=O)Nc2ccc(OC(F)(F)Cl)cc2)c(C)c1	-5.8
CCCCC1=NN(C(=O)Cc2ccc(C)cc2)C(O)(C(F)(F)F)C1 (stereo unspecified)	-4.4
O=C(NC1CCCCC1)c1ccc2c(c1)N(Cc1cccc(Cl)c1)C(=O)c1ccccc1S2(=O)=O	15.2
Cc1nc2c(ccc3nsnc32)o1	6.8
COc1ccc(NC(=O)c2c(C)oc3ccc(O)c(CN4CCOCC4)c23)cc1	-10.3
COCCCN1C(=O)c2oc3ccccc3c(=O)c2C12C(=O)N(C)c1ccccc12 (stereo unspecified)	-1.4
Cc1ccc(CSc2nc3cccnc3n2Cc2ccc(C(=O)NCc3ccco3)cc2)cc1	-11.4
CN1C(=O)C(c2cccc(Cl)c2)C(=O)c2ccccc21 (stereo unspecified)	-13.1
CN(CC1COCCO1)c1nncc(-c2cccc(F)c2)n1 (stereo unspecified)	-6.1
Cc1ccc2[nH]c3c(c2c1)CCC1C3=NNC1c1ccccc1 (stereo unspecified)	-2.2
CCN(CC)c1ccc(CNC23CN4CN(CN(C4)C2)C3)cc1	10.8
CCOC(=O)c1nn(-c2ccc3c(c2)OCO3)cc1O	5.7
CC(=O)Nc1c(C(=O)N2CCc3ccccc3C2)cnn1-c1ccccc1Cl	0.5
COCCNC(=O)CSc1nc(-c2ccccc2C)nc2c1c(=O)n(C)c(=O)n2C	-3.8
Cc1ccc2nc(C(C)Nc3cc(C4CCNCC4)nc(C)n3)[nH]c2c1 (stereo unspecified)	1.8
O=C(CSc1nnc(COc2ccccc2)n1-c1ccccc1)Nc1ccc(Cl)cc1	5.8
COC(=O)c1cnn(-c2cc(Oc3ccc(F)cc3)ncn2)c1N	8.2
O=C(Nc1cccc(Cl)c1)N1CCCCCC1	-13.0
CCOC(=O)N1CCc2c(sc3c2c(=O)n(-c2ccc(CC)cc2)c(=O)n3Cc2cccc(OC)c2)C1	-0.3
FC(F)(F)C(Oc1nc(Nc2ccc(Cl)cc2)nc(N2CCOCC2)n1)C(F)(F)F	2.8
CCOC(=O)c1cccc(NC(=O)CC2C(=O)N(c3ccc(F)cc3)C(=O)N2C(C)C)c1 (stereo unspecified)	-0.7
O=C(NCCCn1cccn1)c1cn(Cc2ccc(Cl)cc2)nn1	4.9
CC(Oc1ccc(F)cc1)C(=O)Nc1sc2c(c1C(=O)NCc1cccnc1)CCCC2 (stereo unspecified)	1.5
COc1ccc(CCCc2nnc(SCC(=O)Nc3cccc(C)c3)o2)cc1	6.7
O=c1/c(=C\c2cccc(OCc3cccc4ccccc34)c2)sc2nc3ccccc3n12	-0.2
CC1CCCCN1S(=O)(=O)c1ccc(NC(=O)C(C)(C)C)cc1 (stereo unspecified)	-7.3
Cc1ccc(CSc2nnc3[nH]c(=O)cc(C)n23)cc1	-9.2
Cc1ccc(-n2c(=O)c3ccc(C(=O)NCc4ccco4)cc3n(Cc3cccc(Cl)c3)c2=O)cc1	-4.0

The final 2 compounds of the section above lead into the next.
structure	RBX1-CUL1 inh
Cc1ccc(CSc2nnc3[nH]c(=O)cc(C)n23)cc1	-9.2
Cc1ccc(-n2c(=O)c3ccc(C(=O)NCc4ccco4)cc3n(Cc3cccc(Cl)c3)c2=O)cc1	-4.0
COc1cc(OC)cc(-c2nn[nH]n2)c1	-0.8
COc1ccc(F)cc1S(=O)(=O)NCC(C)C	11.5
CC(C)c1ccc(C(=O)Nc2cccc3cccnc23)cc1	-2.2
O=C(Cc1ccccc1)N1CCc2cc(S(=O)(=O)N3CCOCC3)ccc21	8.7
CC1CCN(C(=O)c2coc(COc3ccccc3F)n2)CC1	-3.4
COCCn1cc(C(=O)NCC2(c3ccccc3)CCCC2)c(=O)c(C(=O)N2CCCCCC2)c1	7.4
CCOc1cc(CN2CCC(C(Cc3ccccc3F)N(C)C(=O)c3ccoc3C)CC2)ccc1O (stereo unspecified)	7.2
Cc1ccc(OCC(=O)N2CCC3(CC2)OCCO3)c(C)c1	13.1
COc1cccc(-c2ccnc3c(-c4ccccc4)c(C)nn23)c1	-0.5
Cc1nc(N2CCC(C(=O)N(C)Cc3cccc4cnccc34)CC2)nc2ccc(C(C)C)cc12	7.2
CCOC(=O)NC(=O)C(C=Nc1cc(Cl)ccc1C)C(=O)NC(=O)OCC	1.8
COc1cc(S(=O)(=O)Nc2cccc(-c3cn4ccsc4n3)c2)c(C)cc1C	-2.9
CCOC(=O)C1CCCN(C(=S)Nc2cccc(Cl)c2C)C1 (stereo unspecified)	1.4
Cn1nc(C(=O)NCc2ccc(Cl)cc2)c2c1-c1ccccc1SC2	3.0
CC(NC(=O)C1C(=O)N=C2C=CC=CN2C1=O)c1ccccc1 (stereo unspecified)	5.1
Cc1nc(N(C)C2CCCCC2)ncc1C(C)NCc1nc2ccccc2[nH]1 (stereo unspecified)	1.8
O=C(NCCc1csc(-c2ccc(Cl)cc2)n1)c1ccco1	2.2
COc1cc(NC(=O)CSc2nc(-c3ccc(C)cc3)nc3c2Cc2ccccc2O3)cc(OC)c1	5.0
CCC(C(=O)Nc1ccc(O)cc1)c1ccccc1 (stereo unspecified)	16.1
COc1ccc(-c2cnnc(N(C)CC(O)c3ccccc3)n2)c(OC)c1 (stereo unspecified)	-2.2
CCCOC(=O)c1cc(-c2ccc(/C=C3/C(=O)NN(c4ccc(CC)cc4)C3=O)o2)ccc1Cl	11.5
Clc1ccc(CSc2nc3ccccc3[nH]2)cc1	2.4
Cn1cnc(S(=O)(=O)N2CCC(C(=O)N3CCN(c4ccccc4F)CC3)CC2)c1	-8.3
S=C1N=CC(Cc2ccccc2)S1 (stereo unspecified)	3.1
Cc1cc(S(=O)(=O)Nc2cc3c(cc2N2CCOCC2)n(C)c(=O)n3C)ccc1F	-3.1
CC1(C)Cc2snc(N)c(=O)c2C1	-2.7
Cc1cccc(N=C2NC(=O)/C(=C\c3ccc(OCc4ccccc4)cc3)S2)c1	-0.7
CCSC1=NC2=C(C(=O)CC(C)(C)C2)C(c2ccc(OC)c(OC)c2)C1C#N (stereo unspecified)	1.6
Cc1ccc(Nc2c(-c3ccco3)nc3ccc(C)cn23)cc1	-2.9
Cc1ccc(CNC(=O)C2C(=O)N=C3C=CC=CN3C2=O)cc1 (stereo unspecified)	-4.5
O=C(O)C1CCCN1S(=O)(=O)c1ccc2[nH]c(=O)c(=O)[nH]c2c1 (stereo unspecified)	2.0
O=C(COc1ccc(S(=O)(=O)N2CCOCC2)cc1)N1c2ccccc2Sc2ccccc21	-1.1
CS(=O)(=O)Nc1ccccc1C(=O)Nc1ccc(C(F)(F)F)cc1	6.6
CCOC(=O)c1c(-c2ccco2)csc1NC(=O)CSc1cc(C)c2ccccc2n1	91.0*
C#CCN(Cc1ccco1)C(=O)CCc1nnc(Cc2ccc3c(c2)OCO3)o1	6.1
CCOc1ccc(NC(=O)Cn2c(=O)n(-c3ccccc3)c(=O)c3ccc(C(=O)NCc4ccc5c(c4)OCO5)cc32)cc1	-6.8
COC(=O)c1sc2cccc(F)c2c1S(=O)(=O)Nc1ccc(N(C)C)cc1	-8.5
O=C(CSc1nnc2sc3ccccc3n12)Nc1c(Cl)cccc1Cl	4.2
O=C(Nc1c(Cl)cc(Cl)cc1C(=O)NCC1CCCO1)c1ccc(Cl)cc1Cl (stereo unspecified)	6.1
Cc1ccc(Cn2c(SCc3ccc(C(=O)NC4CCCC4)cc3)nc3ccncc32)cc1	-1.8
Cc1ccc(SC2C(=O)c3ccccc3N(C)C2=O)cc1 (stereo unspecified)	0.2
COc1ccc(NC(=O)CCSc2nc(-c3ccc(OC)cc3)cc(C(F)(F)F)n2)cc1	1.1
CCC1CN(Cc2ccc(OC)cc2OC)Cc2cc(OC)ccc2O1 (stereo unspecified)	2.0
NC(=O)C1CCN(C(=O)c2cccc(NC(=O)c3nsc4ccccc34)c2)CC1	1.9
CCNc1nc(N2CCOCC2)nc(-n2nnc(C(=O)OCC)c2C)n1	8.9
Cc1nnc(SCc2ccccc2F)n1NCc1cccs1	2.2
CC(C)CC(=O)Nc1ccnn1C1CCN(C(=O)CN2CCCC2=O)CC1	1.8
CC(Oc1ccccc1)C(=O)Nc1cc(C(N)=O)cc(C(N)=O)c1 (stereo unspecified)	-0.9
C=CC[C@@H]1CC=C[C@@H](C)N1C(=O)c1cc(COc2ccc3c(c2)OCO3)[nH]n1	1.2
COC(=O)c1c(NC(=O)c2cccnc2)sc2c1C(C(=O)OC)CC2 (stereo unspecified)	-1.9
Cc1nn(C)c2c1c(C(F)(F)F)cc(=O)n2C(C)C(=O)N1CCN(c2ccccc2)CC1 (stereo unspecified)	-5.1
NC(=O)C1CCN(c2nc(-c3cccc4ccccc34)cs2)CC1	3.4
CN1CC(c2ccccc2)Oc2ccccc2C1=S (stereo unspecified)	2.5
CCCN(CCC)S(=O)(=O)c1ccc(NC(=O)COC)cc1	5.9
N#CCN1CCC/C1=C(/C#N)C(N)=S	3.5
CC1(C)CC(=O)C(=C2SCCCS2)C(=O)C1	3.0
O=c1c2c(oc3ccccc13)CCC2	5.0
COc1cccc(CCC2CCCN(C(=O)CCSC)C2)c1 (stereo unspecified)	7.9
C#CCn1c(Cl)nc2c1c(=O)n(C)c(=O)n2C	3.1
Cc1ccc(-c2ccc(Oc3ccc(C#N)c(C#N)c3)c(C)c2)cc1	1.6

Continued.
structure	RBX1-CUL1 inh
O=C(Nc1nnc(-c2ccccc2)s1)N1CCCN(c2ncccn2)CC1	-3.6
CCCN1C(=S)c2ccccc2C1c1ccccc1 (stereo unspecified)	0.5
CC(=O)Nc1c(C)ccc(N)c1C	3.1
COc1ccc(NC(=O)c2cc(OC)c(OC)cc2OC)cc1	0.8
CC(C)c1nc2cc(C(=O)N3CCN(C4CCCCC4)CC3)ccc2o1	1.7
Cc1cc(NC(=O)c2cccn2-c2nnc(N3CCCCC3)s2)ccc1Br	-9.7
NC(=O)c1cccnc1Sc1ccc(Cl)cc1	3.3
Cc1nn(C)c2c1c(C(F)(F)F)cc(=O)n2CC(=O)N1CCCCC1C (stereo unspecified)	1.9
Oc1ccc2ccccc2c1CN1CCN(c2ncccn2)CC1	2.8
COc1ccc(OCCn2nnc3sc4c(c3c2=O)CCC(C(C)(C)C)C4)cc1 (stereo unspecified)	-6.6
CCc1cccc(NCc2ccccc2-c2nnc(-c3ccccc3Cl)o2)c1	-4.4
O=C(NCc1ccc(Cl)cc1)C(=O)NCC(c1ccc2c(c1)OCO2)N1CCOCC1 (stereo unspecified)	-7.3
Cc1ccc(S(=O)(=O)N(CC(=O)NCCC2=CCCCC2)Cc2ccccc2)cc1	2.0
COc1ccc(NC(=O)Cn2c(-c3ccc(F)cc3)cc(C(C)=O)c2C)c(OC)c1	-2.7
C=CCN1C(=O)C(C#N)=C(C)/C(=C\c2ccc(-c3ccc(Cl)c(C(=O)OC(C)C)c3)o2)C1=O	2.0
COc1cc(NC(=S)NCC(C)C)c(OC)cc1Cl	-14.5
CCCCN(CCCC)c1nc(Nc2ccc(OC(F)(F)Cl)cc2)nc(N2CCOCC2)n1	-1.4
Cc1ccc(/C=C(\C#N)c2ccc(Cl)cc2)o1	-0.6
OCC1(CC2CCCCO2)CCN(Cc2nc3ccccc3s2)CC1 (stereo unspecified)	7.7
Cn1c(=O)c2c(ncn2Cc2cccc(C(F)(F)F)c2)n(C)c1=O	-1.4
O=C(O)Cc1csc(Nc2ccc(Br)cc2)n1	-9.0
CN(C)N=Nc1ccc(S(=O)(=O)N=C(O)C23CC4CC(CC(C4)C2)C3)cc1	2.1
CCCOC(=O)c1csc2nnsc12	-8.3
CN1C(=O)c2ccccc2C(O)c2ccccc21 (stereo unspecified)	-1.7
COc1ccc(OC)c(C2CC(=O)c3c([nH]c(C(=O)OC4CCC(C)CC4)c3C)C2)c1 (stereo unspecified)	-4.2
CCc1cc2c(=O)n(-c3ccc(Cl)cc3)c(SCC(=O)c3ccc(Cl)cc3)nc2s1	-2.3
Cc1cc(C)nc(N=C(N)Nc2cccc(C)c2C)n1	-13.5
CCc1cccc(-n2c(=O)c3cccnc3n2CC(=O)Nc2ccc(OC)c(Cl)c2)c1	-6.0
Cc1cc(/C=C2/SC(=O)N(C(C)C)C2=O)c(C)n1-c1ccncc1	-2.9
Cc1cccc(N2CCN(C(=O)Cn3c(-c4cccs4)cc4ccccc43)CC2)c1C	-9.9

Ordered by the number under RBX1-CUL1 inh (highest first): 3 of the compounds above.
structure	RBX1-CUL1 inh
CN1C(=O)c2ccccc2C(O)c2ccccc21 (stereo unspecified)	-1.7
Cc1cc(/C=C2/SC(=O)N(C(C)C)C2=O)c(C)n1-c1ccncc1	-2.9
O=C(O)Cc1csc(Nc2ccc(Br)cc2)n1	-9.0

Screens: PubChem, Icahn School of Medicine at Mount Sinai
